Anthrax LF prot = Bacillus anthracis LF protease inhibitors, primary screen, biochemical, multiplex microsphere, MLPCN library. multiplex microsphere protease cleavage assay. hit rate 0.12% among 360,000. inhibition, % at 10 µM; in the data active = inhibition above about 30%; also: plate controls were buffer without enzyme for full effect and enzyme alone for no effect
Target sequence (P15917 whole entry, looked up): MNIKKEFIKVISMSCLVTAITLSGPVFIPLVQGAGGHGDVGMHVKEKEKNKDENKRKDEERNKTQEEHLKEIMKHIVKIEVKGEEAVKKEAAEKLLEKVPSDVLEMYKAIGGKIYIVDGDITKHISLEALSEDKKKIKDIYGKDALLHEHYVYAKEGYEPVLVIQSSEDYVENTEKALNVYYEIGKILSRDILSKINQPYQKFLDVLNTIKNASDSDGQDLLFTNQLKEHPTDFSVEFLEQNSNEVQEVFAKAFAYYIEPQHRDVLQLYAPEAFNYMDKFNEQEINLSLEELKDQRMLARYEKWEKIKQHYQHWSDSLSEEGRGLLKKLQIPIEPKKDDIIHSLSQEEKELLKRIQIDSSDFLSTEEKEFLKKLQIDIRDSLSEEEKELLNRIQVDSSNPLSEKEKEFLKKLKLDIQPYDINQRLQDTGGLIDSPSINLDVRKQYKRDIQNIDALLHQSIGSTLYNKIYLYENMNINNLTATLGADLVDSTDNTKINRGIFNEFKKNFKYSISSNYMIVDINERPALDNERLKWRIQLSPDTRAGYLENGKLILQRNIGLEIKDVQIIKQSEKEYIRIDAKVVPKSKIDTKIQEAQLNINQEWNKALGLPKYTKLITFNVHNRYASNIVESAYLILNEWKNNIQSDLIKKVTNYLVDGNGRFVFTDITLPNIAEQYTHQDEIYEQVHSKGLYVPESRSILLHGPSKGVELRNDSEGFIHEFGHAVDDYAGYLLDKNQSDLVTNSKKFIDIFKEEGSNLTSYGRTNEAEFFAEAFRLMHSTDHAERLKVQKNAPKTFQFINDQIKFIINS
DUSP3 inh = VHR1 phosphatase inhibitors, primary screen, biochemical, absorbance, uHTS | AID 1654, 2009 | inhibition, % at 13.3 µM | hit rate 0.52% among 290,000 | recombinant VHR phosphatase, pNPP absorbance | Dual specificity protein phosphatase 3 (Homo sapiens), P51452; in the data active = inhibition above about 50%; also: some compounds called inactive have numbers as strong as hits
SARS 3CLpro inh = SARS-CoV 3CLpro protease inhibitors, primary screen, biochemical, quenched FRET | Replicase polyprotein 1ab (Severe acute respiratory syndrome coronavirus), P0C6X7 | recombinant SARS-CoV 3CLpro, quenched FRET peptide cleavage | inhibition, % at 6 µM | hit rate 0.14% among 290,000 | AID 1706, 2009; in the data active = inhibition above about 12%
Rv3671c protease = Rv3671c serine protease inhibitors, primary screen, biochemical, fluorescence polarization, M. tuberculosis H37Rv | AID 2606, 2010 | P9WHR9 | inhibition, % at 5.96 µM | hit rate 0.048% among 320,000; in the data active = inhibition above about 38%;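 also: extracellular domain of Rv3671c used as enzyme; 0% = enzyme with DMSO and 100% = no enzyme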
MazEF act = activators of E. coli MazEF toxin-antitoxin RNase, primary screen, biochemical, fluorescence, uHTS; FAM/BHQ RNA-DNA oligo cleavage fluorescence, 5 h; Endoribonuclease toxin MazF (Escherichia coli (strain K12)), P0AE70; activation, % at 20 µM; hit rate 0.32% among 350,000; AID 504720, 2011; in the data active = activation above about 50%
Target sequence (P0AE70 whole entry, looked up): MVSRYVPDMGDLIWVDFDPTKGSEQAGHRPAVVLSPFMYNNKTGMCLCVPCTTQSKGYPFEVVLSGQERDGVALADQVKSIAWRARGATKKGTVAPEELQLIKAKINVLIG
SSB-PriA inh = inhibitors of Klebsiella pneumoniae PriA binding to SSB C-terminal tail, primary screen, biochemical, AlphaScreen; hit rate 0.6% among 430,000; AlphaScreen SSBct-PriA binding, biotinylated peptide; PriA–SSB C-terminal tail interaction (Klebsiella pneumoniae); inhibition, % at 33 µM; in the data active = inhibition mostly above about 37%, no sharp cut-off; inactive = mostly below about 20%;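 also: plate controls were negative control peptide for no effect and reference peptide for full effect; strong numbers were not always called active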
PfHsp40 rescue = rescue of yeast from PfHsp40 toxicity, primary screen, S. cerevisiae, ATP luminescence. S. cerevisiae expressing PfHsp40, growth rescue. growth rescue, % at 12.5 µM. hit rate 0.68% among 340,000; in the data active = growth rescue above about 28%, passing the limit was not always enough;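 also: yeast W303a lacking pdr1 and pdr3 grown in galactose medium; growth measured after three days at 30 °C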
TcdB inh = TcdB glycohydrolase inhibitors, primary screen, biochemical, single point, plate reader. hit rate 0.24% among 350,000. inhibition, % at 9.99 µM. Toxin B (Clostridioides difficile), P18177. AID 652162, 2013. TcdB glycohydrolase enzymatic assay; in the data active = inhibition above about 10%
Y pestis TopoI = Yersinia pestis topoisomerase I inhibitors, primary screen, biochemical, cleavage product accumulation, plate reader, single point; hit rate 0.064% among 360,000; DNA topoisomerase I (Yersinia pestis CO92); activity, % at 10 µM; AID 504884, 2011; Y. pestis Topo-I cleavage product accumulation; in the data active = activity above about 50%, passing the limit was not always enough; also: inactives centre near 2
Vc quorum ag = inducers of Vibrio cholerae quorum light production without autoinducers, primary screen, BH1578 luxS cqsA deficient, single point | activation, % at 18.7 µM | V. cholerae BH1578 lux reporter, luminescence, 6 h | hit rate 0.16% among 350,000 | AID 588436, 2011; in the data active = activation mostly above about 9.7%, no sharp cut-off; also: not every result past the cut was called active; inactives centre near 0; reference of the scale not given here
Numbers without * were called inactive; i = inactive; . = not tested or not shown; & = joins results of further samples. An excerpt, so the mix of outcomes need not match the whole.

Fields: Anthrax LF prot	DUSP3 inh	SARS 3CLpro inh	Rv3671c protease	MazEF act	SSB-PriA inh	PfHsp40 rescue	TcdB inh	Y pestis TopoI	Vc quorum ag
- Cc1noc(C)c1S(=O)(=O)Nc1ccc(C(=O)N2CCN(c3ccc(Cl)cc3)CC2)cc1
    2.1	-3.6	-1.1	-2.9	2.8	-13.7	2.1	0.7	21.8	i
- CCc1c(C(=O)N/N=C/c2ccc(C)o2)csc1C
    -6.5	17.8	-1.8	-4.6	-3.4	.	21.6	.	0.3	-0.2
- COc1ccc(CCNCC2C(Oc3ccc(Cl)cc3)C(=O)N2c2ccccc2C)cc1OC (centres undefined)
    -0.8	11.9	0.0	-12.0	10.4	8.4	-1.1	0.5	25.3	-0.3
- CCOC(=O)CSc1nc2ccccc2c(=O)n1CC1COc2ccccc2O1 (centres undefined)
    -4.6	20.0	0.8	1.3	-6.6	-10.3	0.1	.	-3.8	i
- C=C1Cn2c(nnc2-c2ccc(Cl)cc2)S1
    0.4	12.8	-5.8	-2.4	-1.8	0.6	-1.1	1.1	1.4	-0.1
- Cc1ccc(NC(=O)C2(C)CCN2C(=O)c2ccccc2CCc2ccccc2)cc1C (centres undefined)
    -8.9	.	.	.	.	.	.	0.7	25.5	i
- CCn1c(SCC(=O)N2CCCCC2C)nc2c1c(=O)n(C)c(=O)n2C (centres undefined)
    -10.0	7.4	-0.4	-0.9	-1.7	-10.5	-0.6	1.6	-6.2	1.2
- COc1cccc(C(C)=C2SC(=S)NC2=O)c1
    0.8	.	.	.	-11.1	-15.0	83.4*	1.9	0.7	-0.8
- COc1ccccc1N(C(=O)c1snc(C(N)=O)c1N)C(C(=O)NC1CCCC1)c1ccco1 (centres undefined)
    -0.9	28.0	-1.4	1.1	2.5	0.7	2.9	.	6.9	-0.2
- COc1ccccc1NS(=O)(=O)c1cccc(NC(=O)CCNC(=O)c2ccccc2OC)c1
    -6.3	.	.	-22.2	5.1	-0.1	0.8	1.1	29.6	i
- Cc1nc(CNC(=O)CC2C(=O)NCCN2Cc2ccc(F)cc2)cs1 (centres undefined)
    7.1	7.4	3.5	.	-9.0	11.1	-0.7	0.3	2.7	-1.1
- Cc1cccc(C)c1NC(=S)/N=C/N(C)C
    -13.6	26.4	-3.1	8.5	0.5	.	-1.2	0.5	5.4	-0.3
- CCN(CC)c1nc(Nc2ccccc2)nc(Oc2ccc(=O)n(C)n2)n1
    -7.5	14.7	-0.1	2.6	-4.8	-2.7	2.0	.	7.0	-0.4
- COC(=O)c1ccccc1S(=O)c1snnc1C (centres undefined)
    -6.9	-1.5	-3.7	7.4	11.3	1.8	-0.8	-5.2	3.4	i
- CC(=O)C1=C(c2ccccc2)NC(=O)NC1c1ccc2c(c1)OCO2 (centres undefined)
    12.7	5.8	2.2	0.9	-2.3	-1.3	0.1	-0.1	-3.1	i

Part of the list above, showing only Anthrax LF prot, SARS 3CLpro inh and DUSP3 inh:
mol | Anthrax LF prot | SARS 3CLpro inh | DUSP3 inh
CCc1c(C(=O)N/N=C/c2ccc(C)o2)csc1C | -6.5 | -1.8 | 17.8
Cc1noc(C)c1S(=O)(=O)Nc1ccc(C(=O)N2CCN(c3ccc(Cl)cc3)CC2)cc1 | 2.1 | -1.1 | -3.6
CC(=O)C1=C(c2ccccc2)NC(=O)NC1c1ccc2c(c1)OCO2 (centres undefined) | 12.7 | 2.2 | 5.8
COc1ccccc1N(C(=O)c1snc(C(N)=O)c1N)C(C(=O)NC1CCCC1)c1ccco1 (centres undefined) | -0.9 | -1.4 | 28.0

2 of the compounds above, tab-delimited.
Molecule	Anthrax LF prot	DUSP3 inh	SARS 3CLpro inh	Rv3671c protease	MazEF act	SSB-PriA inh	PfHsp40 rescue	TcdB inh	Y pestis TopoI	Vc quorum ag
CCc1c(C(=O)N/N=C/c2ccc(C)o2)csc1C	-6.5	17.8	-1.8	-4.6	-3.4	.	21.6	.	0.3	-0.2
COc1ccc(CCNCC2C(Oc3ccc(Cl)cc3)C(=O)N2c2ccccc2C)cc1OC (centres undefined)	-0.8	11.9	0.0	-12.0	10.4	8.4	-1.1	0.5	25.3	-0.3

Continued:
Fields: Anthrax LF prot	DUSP3 inh	SARS 3CLpro inh	Rv3671c protease	MazEF act	SSB-PriA inh	PfHsp40 rescue	TcdB inh	Y pestis TopoI	Vc quorum ag
- Cc1c(NC(=O)c2ccccc2N)cccc1C(=O)O
    -4.2	24.0	-6.0	-2.0	7.9	2.4	1.2	.	4.2	i
- CC1CCCCC12C(=O)NC(=O)NC2=O (centres undefined)
    -4.6	.	.	.	7.0	-2.8	-1.1	0.3	3.4	-1.1
- COCCn1c(SCC(=O)Nc2cccc(NC(C)=O)c2)nc2c([nH]c3ccccc32)c1=O
    -0.1	-18.6	-0.3	0.4	-1.4	-8.2	0.2	-5.4	36.4	i
- Cc1c(C(=O)Nc2c(F)cccc2F)sc2ncn(CC(=O)N3CCCCC3)c(=O)c12
    0.4	1.6	0.5	7.4	-3.8	-0.2	0.7	1.6	2.7	i
- NS(=O)(=O)c1ccc(N/N=C/c2cn(-c3ccccc3)nc2-c2cccs2)c([N+](=O)[O-])c1
    -2.4	-15.3	-0.3	7.5	11.7	.	-0.7	2.1	-1.4	-0.3
- Cc1ccccc1NC(=O)CCN1C(=O)c2ccccc2C1=O
    -7.5	8.5	-4.0	6.8	3.4	-2.3	-0.1	1.2	-6.5	-0.8
- CSc1nc(O)c(C(c2ccccc2)c2c(O)nc(SC)[nH]c2=O)c(=O)[nH]1
    4.7	15.6	-4.4	-3.3	4.9	-12.2	-0.2	0.6	6.2	i
- CCCCCn1c(SCC(=O)c2ccccc2)nc2cc(C(=O)NCc3ccco3)ccc2c1=O
    -1.2	23.1	1.1	.	-13.5	-4.0	0.3	.	5.3	-0.5
- O=C(Nc1ccc(F)cc1)c1ccc(Cn2cnnn2)cc1
    -6.8	33.3	2.5	3.3	3.9	-9.1	0.6	0.6	3.7	-0.2
- Cc1ccccc1NC(=O)N1CCCN(c2ccc(C#N)cn2)CC1
    5.0	19.7	-7.2	0.2	7.1	-1.8	-0.2	-0.5	5.8	-0.6
- CCCOc1ccc(CNC(=S)NCc2ccc(OC(C)C)cc2)cc1
    -2.0	-11.0	4.5	5.2	-0.9	-14.7	1.0	.	-8.9	-0.2
- CCOc1ccc(N2C(=O)CC(SC(=NC)Nc3cccc(F)c3)C2=O)cc1 (centres undefined)
    2.3	11.3	0.7	1.2	7.4	-5.7	2.9	.	8.5	i
- COc1ccc(Nc2nc(C)cc(=O)[nH]2)cc1
    0.5	-1.7	-3.3	-5.5	0.6	-1.5	-0.3	.	3.6	-3.0
- CCCOc1ccc(N2CC(C(=O)NCCc3ccc(OC)c(OC)c3)CC2=O)cc1 (centres undefined)
    -4.4	30.9	5.0	-1.6	-1.9	-23.6	1.2	0.5	16.9	-0.2
- CN(C)C(=O)NC(NC(=S)Nc1ccccc1)C(Cl)(Cl)Cl (centres undefined)
    -2.4	15.5	4.0	-1.1	0.4	6.6	-0.2	-1.1	-18.6	i
- O=c1cc(-c2ccccc2)c2ccccc2[nH]1
    -2.0	12.8	6.2	-2.1	7.1	-9.0&-17.4	-1.1	.	5.6	.
- NS(=O)(=O)c1cccc(NC(=O)CC2(CC(=O)O)CCCC2)c1
    -2.3	6.9	7.1	4.2	3.1	-7.1	-0.8	1.8	2.3	-0.3
- O=C(NCc1ccco1)c1cnn2c(C(F)(F)F)cc(-c3cccs3)nc12
    -1.8	11.9	-2.0	-0.5	15.7	-8.4	2.2	.	8.0	-0.7
- Cc1ccc(S(=O)(=O)N2CCOCC2)cc1NC(=O)COC(=O)Cc1cccs1
    3.1	.	.	0.1	1.6	35.3	-1.5	0.9	-8.9	i
- COC(=O)c1nc(-c2ccc(C)cc2)oc1N(C)C
    -2.4	-4.0	3.5	0.4	11.9	-4.5	-0.3	.	13.1	1.1
- COc1cc([N+](=O)[O-])c(N2CCOCC2)c([N+](=O)[O-])c1OC
    -0.8	2.8	1.4	-0.4	1.2	-7.1	-0.3	5.0	-2.2	i
- CCCn1c(SCC(=O)Nc2cc(Cl)ccc2Cl)n[nH]c1=O
    2.9	11.0	2.2	5.1	-3.0	-3.5	0.5	.	4.7	-0.3
- CC1CCc2nn(CC(=O)Nc3ccc(F)cc3F)cc2C1 (centres undefined)
    -7.6	10.8	1.4	2.6	-1.7	2.2	0.9	2.3	8.2	17.1
- Cc1nc(N2N=C(c3ccc(Cl)cc3)CC2c2ccco2)sc1C(=O)N(C)C (centres undefined)
    9.6	2.8	0.8	3.5	4.8	-14.6	0.7	0.3	2.5	-0.1
- Cc1c(-c2cc(C(=O)O)c3ccccc3n2)cnn1C
    -2.9	32.0	-0.9	4.7	-17.9	-3.4	-1.4	.	9.3	i
- Nc1[nH]n2c(=O)cc(-c3ccccc3)nc2c1N=Nc1ccc(S(N)(=O)=O)cc1
    -0.7	6.5	0.9	5.4	8.0	-9.9	1.3	-0.7	25.5	-0.5
- CC1(C)OCC(C2CC(c3ccccc3)NS(=O)(=O)O2)O1 (centres undefined)
    -6.0	8.9	4.4	-13.5	4.6	-21.1	1.3	1.0	7.5	i
- CCCCN1C(=S)NC[C@@H]1Cc1ccc(O)cc1
    3.9	18.1	.	8.2	6.1	4.0	-0.1	2.4	2.9	0.0
- CCOCCCNC(=O)CN1C(=O)COc2ccc(S(=O)(=O)N3CC(C)CC(C)C3)cc21 (centres undefined)
    -0.9	31.6	-4.0	-1.8	3.1	-4.7	-0.9	0.9	5.2	-0.3
- CN(C)CCOCCOc1ccc(Cl)cc1Br
    2.7	-15.3	0.8	14.3	-12.3	-3.2	1.9	2.0	0.2	15.3
- CC(C)n1nc(C(=O)NCCCN2CCCC2=O)c2ccccc2c1=O
    -3.0	24.0	-1.6	2.5	2.2	-3.2	1.2	1.4	0.4	i
- COc1ccccc1C(=O)Nc1ccc2c(c1)nc1n2CCN(C2CCCCC2)C1
    -6.4	6.8	-0.9	-7.8	18.3	4.7	0.8	-2.6	-0.8	-6.1
- CCOc1ccccc1C(=O)N1CCN=C1SC
    3.8	1.6	2.4	-3.8	-0.2	-9.2	-1.1	.	2.1	i
- CC(C)(C)N(Cc1ccccc1)C(=O)c1cc2ccccc2o1
    -4.4	16.7	-3.3	-1.8	-0.9	-15.1	-2.1	0.2	14.6	-0.3
